# Source: PubChem BioAssay
# Coupling enz: qHTS Assay for Inhibitors of Fructose-1,6-bisphosphate Aldolase from Giardia Lamblia: Coupling assay counterscreen. coupling enzyme system counterscreen, AmpLite Red fluorescence. activity change, negative = inhibition, % at 58.2 µM, hits read low. 290,000 compounds, 0.67% hits; in the data active = activity change below about -30%; note: % is set by controls: 0 for no effect and ±100 for the full control effect
#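 Activity here indicates interference with the coupling reaction, not aldolase inhibition. Compounds at 57.5 uM final met coupling enzymes for 10 min at RT; substrate and AmpLite Red detection followed, with a 525/598 nm fluorescence read after 20 min.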
# Rab9 prom act: qHTS Assay for Rab9 Promoter Activators. Huh7 Rab9 promoter-luciferase reporter, luminescence, 24 h. Potency, µM (titrated, usually from 9.22 µM), inactives show at the highest dose activation, negative = inhibition, most hits filed as activators. 320,000 compounds, 2.8% hits. AID 485297, 2010; note: potency is the fitted concentration of half-maximal effect; % of control where 0% means no effect; nearly all actives have a fitted effect of over 60% in size
#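 Quantitative HTS format; Huh7 Rab9-luciferase reporter cells (1500/well) receive compound 2 h post-plating, incubate 24 h at 37 °C, then get luciferase reagent for 10 min before luminescence reading.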
# KCNH2 3.1 block: qHTS for Inhibitors of KCHN2 3.1: Mutant qHTS | Potassium voltage-gated channel subfamily H member 2, brain isoform KCNH2 3.1 (human) | U2OS KCNH2 3.1, thallium flux FluxOr; hits give low values | activity change, % (tested at about 1.8 µM) | 340,000 compounds, 0.95% hits | AID 720553, 2013;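 active = maximum activity change below -70%; inconclusive = maximum activity change from -70% to -50%; inactive = maximum activity change above -50%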;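 note: thallium influx rate constant from kinetic fluorescence after stimulation buffer; % is set by controls: 0 for no effect and ±100 for the full control effect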
#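 Kinetic fluorescence (2 min after stimulation buffer) measures Tl+ influx through KCNH2 3.1 expressed by viral transduction in U2OS cells; the rate constant is normalized against DMSO controls serving as positive and negative references.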
# Giardia kill: Small Molecules that selectively kill Giardia lamblia: qHTS; activity change, % at 7.66 µM, hits read low; 340,000 compounds, 0.15% hits; Giardia lamblia trophozoite viability; AID 540267, 2011; in the data active = activity change below about -80%; inconclusive = between about -30% and that limit;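 note: parasites exposed to compound for two days anaerobically before the ATP read; % is set by controls: 0 for no effect and ±100 for the full control effect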
#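 Viability, read as ATP luminescence: trophozoites at 100 cells/well, compound added, 48 hrs anaerobic at 37 deg C, then 15-30 min room-temperature development before reading.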
# Gal4-VP16 FLuc: VP16 counterscreen qHTS for inhibitors of ROR gamma transcriptional activity | Drosophila S2 Gal4-VP16 UAS-luciferase, luminescence, 20 h | Potency, µM (top dose mostly 53.6 µM), for inactives: at the top dose activity, negative = inhibition, most hits filed as inhibitors | 310,000 compounds, 3.5% hits;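 note: Gal4-VP16 expression switched on by copper sulfate through the metallothionein promoter; potency is the fitted concentration of half-maximal effect; % is set by controls: 0 for no effect and ±100 for the full control effect; nearly all actives have a fitted effect of over 50% in size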
# NPC1 promoter act: qHTS Assay for NPC1 Promoter Activators | Huh7 NPC1 promoter luciferase reporter, 24 h | 320,000 compounds, 2.4% hits | AID 485313, 2010 | Potency, µM (titrated, usually from 9.22 µM), for the others: top-dose activation, actives largely listed as activators;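 note: potency is the fitted concentration of half-maximal effect; % of control where 0% means no effect; nearly all actives have a fitted effect of over 60% in size; reporter is driven by a mutant NPC1 promoter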
#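 Luciferase expression driven by the NPC1 promoter was measured in stably transfected Huh7 cells after a 24 h compound incubation, using a luciferase reagent and a luminescence read.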
# FLuc modulator: qHTS profiling assay for firefly luciferase inhibitor/activator using purifed enzyme and Km concentrations of substrates (counterscreen for miR-21 project) | AID 588342, 2011 | Potency, µM (doses to about 57.5 µM), for inactives: top-dose activity change, negative = inhibition, most hits filed as inhibitors | 360,000 compounds, 6.9% hits | purified FLuc, Km substrates, luminescence inhibition | Luciferin 4-monooxygenase (Photinus pyralis), P08659;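 note: potency is the fitted concentration of half-maximal effect; plate controls were vehicle for no effect and reference inhibitor for full effect; nearly all actives have a fitted effect of over 55% in size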
# Target sequence (P08659 whole entry, looked up): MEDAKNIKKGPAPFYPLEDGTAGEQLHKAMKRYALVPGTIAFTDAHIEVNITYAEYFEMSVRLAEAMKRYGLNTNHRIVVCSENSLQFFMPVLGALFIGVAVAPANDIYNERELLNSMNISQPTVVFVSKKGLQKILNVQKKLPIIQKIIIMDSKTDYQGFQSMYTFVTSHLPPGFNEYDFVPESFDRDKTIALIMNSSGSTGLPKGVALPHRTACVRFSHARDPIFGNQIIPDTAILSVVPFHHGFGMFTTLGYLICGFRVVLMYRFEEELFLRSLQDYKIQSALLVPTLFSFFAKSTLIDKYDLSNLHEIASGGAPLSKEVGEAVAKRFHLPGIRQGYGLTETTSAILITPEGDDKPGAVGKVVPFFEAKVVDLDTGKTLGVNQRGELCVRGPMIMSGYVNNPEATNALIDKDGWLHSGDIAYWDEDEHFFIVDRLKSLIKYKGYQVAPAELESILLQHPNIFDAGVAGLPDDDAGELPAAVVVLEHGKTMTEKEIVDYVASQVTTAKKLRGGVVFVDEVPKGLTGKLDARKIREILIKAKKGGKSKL
#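 Purified P. pyralis luciferase, 10 nM final, with Km-level 10 uM D-luciferin and 10 uM ATP in 50 mM Tris acetate pH 7.5, 10 mM Mg acetate, 0.01% Tween-20, 0.05% BSA; 6-point qHTS titration about 60 µM downward; luminescence read.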
# Tb PFK inh: qHTS Assay to Find Inhibitors of T. brucei phosphofructokinase; ATP-dependent 6-phosphofructokinase (Trypanosoma brucei brucei), O15648; T. brucei PFK, ADP-Glo luminescence; Potency, µM (doses to about 57.5 µM), for inactives: at the top dose activity, negative = inhibition, usual class: inhibitors; 330,000 compounds, 0.17% hits; AID 485367, 2010;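 note: potency is the fitted concentration of half-maximal effect; 0% = uninhibited 1x PFK enzyme wells and -100% = no-enzyme wells; nearly all actives have a fitted effect of over 60% in size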
#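 1.25 nM PFK with 0.5 mM F6P and 0.1 mM ATP in 0.1 M TEA pH 8.0, 5 mM MgCl2, incubated 45 min at room temperature; ADP measured by ADP-Glo luminescence; compounds titrated up to 57 uM.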
# RORg inh: qHTS for inhibitors of ROR gamma transcriptional activity; Potency, µM (titrated, usually from 53.6 µM), inactives show at the highest dose activity change, negative = inhibition, usual class: inhibitors; 310,000 compounds, 5.4% hits; Drosophila S2 Gal4-RORgamma UAS-luciferase reporter, 20 h; Nuclear receptor ROR-gamma (Mus musculus), P51450; note: potency is the fitted concentration of half-maximal effect; % is set by controls: 0 for no effect and ±100 for the full control effect; nearly all actives have a fitted effect of over 60% in size
# Target sequence (P51450 whole entry, looked up, the tested form may be a part): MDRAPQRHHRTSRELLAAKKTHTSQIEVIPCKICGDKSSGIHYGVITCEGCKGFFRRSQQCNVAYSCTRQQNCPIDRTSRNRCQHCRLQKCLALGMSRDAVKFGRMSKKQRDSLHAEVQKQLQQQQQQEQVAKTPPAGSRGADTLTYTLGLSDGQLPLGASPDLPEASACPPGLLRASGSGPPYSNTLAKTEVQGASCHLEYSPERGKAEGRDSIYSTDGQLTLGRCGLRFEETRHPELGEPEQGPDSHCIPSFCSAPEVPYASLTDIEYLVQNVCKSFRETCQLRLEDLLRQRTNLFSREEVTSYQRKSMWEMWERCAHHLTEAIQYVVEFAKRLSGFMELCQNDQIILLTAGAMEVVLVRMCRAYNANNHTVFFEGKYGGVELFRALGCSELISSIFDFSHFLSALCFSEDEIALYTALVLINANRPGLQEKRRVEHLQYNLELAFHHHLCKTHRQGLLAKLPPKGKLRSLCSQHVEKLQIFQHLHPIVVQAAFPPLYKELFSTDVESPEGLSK
#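 In this cell-based reporter format, copper sulfate (700 uM final) drives Gal4–ROR gamma fusion expression from a metallothionein promoter in Drosophila Schneider cells; compounds preincubated 1 hr, reporter read after 20 hr at ambient temperature.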
# uPA generation: qHTS for Inhibitors of Cell Surface uPA Generation | cell surface uPA generation assay, qHTS | Potency, µM (top dose mostly 38.3 µM), inactives show at the highest dose activity change, negative = inhibition, usual class: inhibitors | 330,000 compounds, 0.31% hits; active = well fitted inhibition curve with a large enough effect; inconclusive = small, poorly fitted or top-dose-only effect; inactive = no such curve, though single readings can be large or run the other way; tested in mouse RAW 264.7 cells; note: potency is the fitted concentration of half-maximal effect; % is set by controls: 0 for no effect and ±100 for the full control effect; nearly all actives have a fitted effect of over 55% in size
# ELG1 genotoxic: qHTS screen for small molecules that induce genotoxicity in human embryonic kidney (HEK293T) cells expressing luciferase-tagged ELG1. HEK293T ELG1-luciferase reporter, luminescence, 16 h. Potency, µM (doses to about 46 µM), inactives show top-dose activity change, positive = activation, most hits filed as activators. 330,000 compounds, 1.3% hits; note: potency is the fitted concentration of half-maximal effect; % of control where 0% means no effect; nearly all actives have a fitted effect of over 60% in size
#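 Genotoxicity was scored as increased ELG1-luciferase reporter signal, measured by ONE-Glo luminescence (30 min, room temperature). Compound or vehicle exposure of the HEK293T reporter cells lasted 16 hr at 37°C.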
# An asterisk follows results filed as active; ? = inconclusive; . = no result given; [ ] = another dose, or the depositor's remark. Unless noted, calls come from the whole dose curve; as a rule, active = well fitted curve in the direction sought with a large enough effect; inconclusive = small, poorly fitted or top-dose-only effect, or another doubt; inactive = no such curve, though single readings can be large; an effect the other way counts as inactive or inconclusive.
SMILES,Coupling enz,Rab9 prom act,KCNH2 3.1 block,Giardia kill,Gal4-VP16 FLuc,NPC1 promoter act,FLuc modulator,Tb PFK inh,RORg inh,uPA generation,ELG1 genotoxic
O=C(NC(=S)N1CCN(c2ccc(O)cc2)CC1)c1cccs1,3,-6%,10,-14,2.8µM*,9%,-20%,-5%,3.5µM*,?,2%
CN(CC(=O)Nc1ccc(F)cc1)C(=O)c1ccc(OCc2ccccc2)cc1,.,0%,-23,7,.,0%,-7%,3%,.,11%,0%
Cc1oc(CC(C)C)cc1C(=O)NCCCC(=O)O,0,1%,-13,14,-3%,-1%,1%,-5%,?,-6%,-2%
O=C(NN1CCOCC1)c1ccc(Cl)cc1[N+](=O)[O-],.,13%,-4,-3,-14%,-2%,2%,1%,12%,-5%,4%
O=C(CCN1CCN(c2ccccc2)CC1)Nc1nccs1,2,0%,3,-9,-2%,-2%,6%,0%,3%,6%,1%
N#CCOc1nc(N2CCCCC2)nc(N2CCCCC2)n1,6,-7%,0,2,-1%,-4%,-4%,1%,20%,-8%,-7%
CNC(=O)c1c(NC(=O)c2cccc(C)c2)sc2c1CCC2,-2,?,3,-19,-1%,?,21µM*,0%,?,-1%,?
O=C(NC(=S)NCCSc1ccccc1)c1cccnc1,-2,1%,9,3,?,1%,-19%,1%,13µM*,-2%,6%
S=C1NCN(CCc2ccccc2)CN1Cc1ccccc1,1,2%,-9,-6,3%,?,1%,4%,5%,-21%,-3%
CCOc1ccc(C(=O)NC2CCN(C(=O)Nc3ccccc3OC)CC2)cc1,2,8%,-1,0,?,1%,-2%,-5%,12%,4%,-4%
CCN(CC)S(=O)(=O)c1ccc2[nH]cc(C(=O)NCCN3CCCCC3C)c(=O)c2c1 (stereo unspecified),2,1%,7,-11,-7%,-2%,0%,0%,0%,9%,-2%
COc1ccc(/C=N/NC(=O)c2ccc(Br)cc2)c(OC)c1,1,-2%,1,10,-16%,-3%,15µM*,-3%,11µM*,2%,7%
CCCSc1nc2cc(OC)c(OC)cc2c(=N)n1CCCN1CCOCC1,3,-6%,8,-3,-8%,-8%,-3%,-1%,-18%,-5%,-4%
Cc1ccsc1C1C(C#N)=C(N)N(N(C)C)C2=C1C(=O)CC(C)(C)C2 (stereo unspecified),0,-4%,19,30[activator],6%,-1%,0%,3%,-3%,3%,-7%
CN(C)Cc1cc(CCNC(=O)c2ccc(Cl)cc2)ccc1O,-1,3%,2,-13,-1%,3%,-7%,1%,-1%,-6%,3%
COc1ccc(-c2nnc(SCC(=O)NC3CCCc4ccccc43)n2N)cc1 (stereo unspecified),-1,-1%,-2,-9,0%,1%,4%,-1%,9%,-1%,-1%
COc1ccc(NC(=O)c2nc[nH]c2C(=O)N2CCC(C)CC2)cc1,0,-2%,.,-6,?,-9%,2%,-3%,13µM*,-28%,5%
CC(OC(=O)Cc1c[nH]c2ccccc12)C(=O)NC1CCCCC1C (stereo unspecified),.,-11%,-23,-22,.,1%,-1%,6%,.,-3%,-3%
CCC(C(=O)O)N1C(=O)c2ccccc2C1=O (stereo unspecified),-1,-8%,-7,3,8%,-1%,2%,0%,2%,14%,0%
CC(=O)c1ccc(NC(=O)c2sc3nc(N4CCOCC4)c4c(c3c2N)CCCC4)cc1,.,20%,7,28,16%,16%,-17%,?,24%,10%,7%
CC1CCN(c2ccc([N+](=O)[O-])cc2C(=O)N2CCOCC2)CC1,.,0%,19,-25,-12%,4%,-1%,0%,-14%,-22%,-10%
CCOC(=O)c1c(/N=C/c2cc(C)ccc2O)sc2c1CCC2,-10,-3%,16,18,?,0%,-1%,3%,8%,-7%,2%
C[C@@H]1CC[C@]2(C(=O)O)CC[C@]3(C)C(=CCC4[C@@]5(C)CC[C@H](O)[C@@](C)(C(=O)O)C5CC[C@]43C)C2[C@]1(C)O (stereo partly specified),.,.,-24,-20,.,.,.,7%,.,18%,1%
Cc1cccc(CS(=O)(=O)c2ncc(CO)n2C)c1,-4,-3%,-10,15,-14%,0%,0%,-1%,3%,-4%,0%
COc1ccc(N2C(=O)CC(NNC(=O)c3ccco3)C2=O)cc1 (stereo unspecified),2,-2%,-2,11,2%,-4%,-1%,1%,-1%,3%,0%
Cc1cc(NC(=O)C(=O)NCCN2CCN(S(C)(=O)=O)CC2)ccc1Br,-3,-2%[1.84 µM],-11,26,2%[10 µM],-7%,-1%,-2%,2%,0%,?
CNC(C)C#Cc1ccc2sc3cccc(OC)c3c(=O)c2c1 (stereo unspecified),1,18%,16,-30,-11%,6%,?,4%,-38%,?,5%
CCNc1nc(NCC)nc(N(C#N)CCOc2ccccc2)n1,1,2%,17,-21,7%,-1%,-19%,-4%,18%,0%,-2%
Cc1ccc(S(=O)(=O)N2CCN(C(=O)Cc3ccsc3)CC2)c(C)c1,.,1%,-2,14,1%,-6%,0%,1%,6%,4%,-1%
Cc1cc(C)n(C(=O)c2ccc(S(=O)(=O)NCC3CCCO3)cc2)n1 (stereo unspecified),2,4%,-8,-6,-7%,-4%,1%,-5%,-9%,-2%,3%
Cc1nnc(N/N=C/c2ccc(O)c([N+](=O)[O-])c2)[nH]c1=O,0,-1%,10,-11,-15%,-4%,0%,-3%,-33%,-4%,3%
CCCCCC(=O)Nc1sc(C)c(C)c1C#N,1,1%,-1,-5,15%,4%,-19%,-2%,24%,0%,10%
CCC(C)CCN1C(Nc2ccccc2)=NC[C@@H]1Cc1ccccc1 (stereo partly specified),3,-2%,-49,-24,1%,-4%,7%,2%,1%,?,-9%
N/C(CCS(=O)(=O)c1ccc(Cl)cc1)=N\OC(=O)c1ccccc1C(F)(F)F,0,-4%,-5,7,?,-6%,0%,-5%,-22%,-5%,1%
COc1ccc(-c2nnc(SCC(=O)N3CCCCC3)o2)cc1OC,3,-3%,-16,0,-4%,-4%,0%,-4%,-6%,10%,3%
Cc1cc(C(F)(F)F)nc(-n2cc(-c3cccc(N)c3)nn2)n1,0,9%,19,11,5%,8%,1%,3%,-3%,-2%,2%
CC(=O)Nc1ccccc1OCC(O)CS(=O)(=O)c1ccc(C(F)(F)F)cn1 (stereo unspecified),0,-1%,0,-3,2%,-9%,-1%,-2%,23%,1%,-4%
Cc1cc(C)n(-c2cccc3cccnc23)n1,-2,1%,13,-10,-5%,-4%,5%,6%,-13%,.,-1%
c1ccc(-c2cn3nc(-c4ccccc4)cnc3n2)cc1,-6,0.45µM*,2,-9,-2%,0.63µM*,0.21µM*,2%,8%,2%,?
O=C(COC(=O)c1ccccc1N1C(=O)C2C3CCC(C3)C2C1=O)c1ccccc1 (stereo unspecified),-1,-9%,8,6,5%,-2%,-12%,-1%,13%,16%,1%
CCOc1ccc(S(=O)(=O)N2CCC(C(=O)NCC3CCCO3)CC2)cc1Cl (stereo unspecified),1,8%,12,-15,-3%,-1%,4%,-8%,-2%,5%,1%
CC(C)c1c(O)nc(SCC(=O)N2CCOCC2)[nH]c1=O,-1,9%,1,7,-19%,0%,6%,-2%,-4%,4%,3%
Cc1cccc(N2CCN(C(=O)CN3C(=O)C4CC=CCC4C3=O)CC2)c1C (stereo unspecified),3,3.2µM*,-9,5,-9%,?,17µM*,-1%,?,3%,10%
CCOc1ccc(CCNC(=O)COC(=O)c2nc(Cl)ccc2Cl)cc1OCC,.,2%,2,-6,.,1%,4%,29%,.,-23%,2%

# Molecules shown so far that contain bromine:
SMILES,Coupling enz,Rab9 prom act,KCNH2 3.1 block,Giardia kill,Gal4-VP16 FLuc,NPC1 promoter act,FLuc modulator,Tb PFK inh,RORg inh,uPA generation,ELG1 genotoxic
COc1ccc(/C=N/NC(=O)c2ccc(Br)cc2)c(OC)c1,1,-2%,1,10,-16%,-3%,15µM*,-3%,11µM*,2%,7%
Cc1cc(NC(=O)C(=O)NCCN2CCN(S(C)(=O)=O)CC2)ccc1Br,-3,-2%[1.84 µM],-11,26,2%[10 µM],-7%,-1%,-2%,2%,0%,?
